p53 reactivator: restores transcriptional activity of mutant p53 | H1299 p53-A138V BP100-luciferase reporter, luminescence, 24 h | Potency, µM (top dose mostly 92.2 µM), inactives show at the highest dose activity change, positive = activation, actives largely listed as activators | actives 0.063% (n = 320,000) | AID 504706; note: potency is the fitted concentration of half-maximal effect; % of control where 0% means no effect; nearly all actives have a fitted effect of over 45% in size
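p53-null H1299 cells stably carrying temperature-sensitive p53-A138V and a BP100-luciferase reporter were pinned with compounds (4-point, 1:5 series) and held 24 hrs at 37 deg C. Luminescence was read 10 min after detection reagent.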
ELG1 genotoxic: induces genotoxicity in HEK293T cells with luciferase-tagged ELG1. HEK293T ELG1-luciferase reporter, luminescence, 16 h. Potency, µM (doses to about 46 µM), without a hit: at the top dose activity change, positive = activation, most hits filed as activators. actives 1.3% (n = 330,000). AID 504466; note: potency is the fitted concentration of half-maximal effect; % of control where 0% means no effect; nearly all actives have a fitted effect of over 60% in size
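Reporter readout depends on ELG1 protein level, which increases with genetic stress. After 16 hr compound exposure at 37 °C, luciferase activity was quantified using ONE-Glo.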
B2AR arrestin: agonists driving beta-arrestin recruitment to human beta2-adrenergic receptor | actives 0.02% (n = 330,000) | P07550 | AID 492947 | beta-arrestin recruitment to beta2AR, cell-based reporter | Potency, µM (doses to about 46.1 µM), inactives show at the highest dose activation, actives largely listed as activators;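 note: potency is the fitted concentration of half-maximal effect; 0% = DMSO controls and full agonism = EC100 isoproterenol or metaproterenol; nearly all actives have a fitted effect of over 65% in size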
Target sequence (P07550 whole entry, looked up): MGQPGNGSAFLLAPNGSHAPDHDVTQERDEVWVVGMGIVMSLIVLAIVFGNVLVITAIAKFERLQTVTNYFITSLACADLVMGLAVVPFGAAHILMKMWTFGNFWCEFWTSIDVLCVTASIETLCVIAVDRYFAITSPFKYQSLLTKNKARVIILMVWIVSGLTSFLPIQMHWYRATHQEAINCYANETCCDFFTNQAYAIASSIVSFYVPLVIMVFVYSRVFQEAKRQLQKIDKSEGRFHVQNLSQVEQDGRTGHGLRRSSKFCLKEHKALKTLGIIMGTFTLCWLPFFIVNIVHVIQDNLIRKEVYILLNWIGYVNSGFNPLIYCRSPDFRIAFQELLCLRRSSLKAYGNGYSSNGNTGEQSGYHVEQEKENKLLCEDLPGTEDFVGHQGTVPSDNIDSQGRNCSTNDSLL
Eya2 inh: Eya2 (human) phosphatase inhibition | O00167 | Potency, µM (top dose mostly 76.9 µM), without a hit: top-dose activity, negative = inhibition, hits mostly inhibitors | actives 0.006% (n = 330,000) | recombinant Eya2, OMFP fluorescence dephosphorylation (OMFP is methylfluorescein phosphate); note: potency is the fitted concentration of half-maximal effect; % is set by controls: 0 for no effect and ±100 for the full control effect
Target sequence (O00167 whole entry, looked up): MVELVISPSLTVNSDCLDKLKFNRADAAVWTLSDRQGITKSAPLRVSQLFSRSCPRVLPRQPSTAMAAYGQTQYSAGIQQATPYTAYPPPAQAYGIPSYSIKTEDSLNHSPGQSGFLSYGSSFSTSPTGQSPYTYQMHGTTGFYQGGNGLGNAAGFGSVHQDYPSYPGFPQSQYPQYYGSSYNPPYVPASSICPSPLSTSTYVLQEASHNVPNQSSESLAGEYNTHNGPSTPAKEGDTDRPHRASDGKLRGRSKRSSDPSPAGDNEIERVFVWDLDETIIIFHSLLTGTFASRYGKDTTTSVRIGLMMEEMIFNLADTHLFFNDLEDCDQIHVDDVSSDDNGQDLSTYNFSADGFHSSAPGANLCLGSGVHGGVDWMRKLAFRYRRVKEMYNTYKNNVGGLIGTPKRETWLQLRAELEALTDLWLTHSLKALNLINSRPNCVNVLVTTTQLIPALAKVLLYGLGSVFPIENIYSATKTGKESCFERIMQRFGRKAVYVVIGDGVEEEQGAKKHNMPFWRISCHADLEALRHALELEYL
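Eya2 (0.2 uM) preincubated 10 min at ambient with compound, then OMFP substrate added at 50 uM; 10 min reaction in 50 mM HEPES pH 7.5, 50 mM NaCl, 5 uM MgCl2, 0.05% BSA, 1 mM DTT. Fluorescence read at Ex 485/Em 525 nm.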
TRPV1 agonist: human TRPV1 agonism; Q8NER1; actives 0.19% (n = 320,000); activation, % at 8.33 µM; TRPV1-expressing cells, Fluo-8 calcium influx, agonist mode; in the data active = activation above about 80%; inconclusive = between about 30% and that limit; note: 0% is about no effect
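Fluo-8 calcium influx in TRPV1-expressing cells, kinetic read (ex 480/em 520 nm). Compound added and read 3 min for agonist activity, followed by capsaicin at EC20 final and 2 min further read for enhancement.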
a7 integrin act: integrin-mediated muscular dystrophy alleviation activation; alpha7betagal myoblasts, beta-gal FDG fluorescence, 48 h; Potency, µM (highest dose often 38.3 µM), for the others: at the highest dose activation, actives largely listed as activators; actives 0.064% (n = 350,000); AID 624291;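 note: potency is the fitted concentration of half-maximal effect; 100% = response of the positive control SU9516; nearly all actives have a fitted effect of over 60% in size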
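Alpha7betagal+/- myoblasts (passage 13) were plated 16-24 hr, then exposed to compounds (1:260 dilution of DMSO stock) for 48 hours at 37C. After MPER lysis, β-galactosidase reporter activity was read as FDG fluorescence (ex 480/em 540) after 30 minutes.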
USP2a block: blocks human ubiquitin-specific protease USP2a | O75604 | USP2 core, Ub-CHOP2 coupled fluorogenic reporter, 485/531 | Potency, µM (titrated, usually from 38.3 µM), for the others: at the highest dose activity change, negative = inhibition, hits mostly inhibitors | actives 0.01% (n = 330,000);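 note: potency is the fitted concentration of half-maximal effect; plate controls were DMSO wells for no effect and full inhibition by NEM control for full effect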
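Deubiquitinase activity read as fluorescence (485/531 nm) after Ub-CHOP2 cleavage activates the enterokinase reporter on its substrate; USP2 core 10nM, Ub-CHOP2 and substrate 25nM each, 30min compound preincubation then 60min RT; data normalized to NEM, curves fitted.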
ASM inhibitor: human S-ASM enzyme inhibition; P17405; placental ASM, HMU-PC fluorogenic substrate, 60 min; Potency, µM (doses to about 57.5 µM), inactives show at the top dose activity change, negative = inhibition, usual class: inhibitors; actives 0.006% (n = 340,000); AID 504937; note: potency is the fitted concentration of half-maximal effect
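Fluorescence read-out (Ex 386 nm, Em 447 nm) after stopping the reaction at pH 10. Enzyme: ASM from human placenta; substrate HMU-PC0, 9 uM final; 60 min, 37 °C. Compound preincubation 10 min, ambient temperature.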
BRCA1 expr up: activators of BRCA1 expression; MCF7-BRCA1-FFLuc reporter, luminescence, 48 h; response scale: scaled: vehicle 0%, 10 µM genistein 100%; Potency, µM (titrated, usually from 46.1 µM), for the others: top-dose activation, actives largely listed as activators; actives 1.1% (n = 380,000); note: potency is the fitted concentration of half-maximal effect; nearly all actives have a fitted effect of over 80% in size; some results filed as inactive show a strong effect at the top dose
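Luminescence from a BRCA1-driven firefly luciferase in MCF7 cells was read after 48 h compound exposure at 37 C. Data normalized against DMSO and a 10microM genistein activation control, then curve-fitted across the titration.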
PTAP TSG101 blk: blocks PTAP/TSG101 interaction to inhibit HIV-1 budding; AID 493005; 340,000 tested, under 10 active; Fluorescence polarization, FITC-PTAP peptide / Tsg101 binding; Potency, µM (titrated, usually from 115 µM), for inactives: at the highest dose activity change, negative = inhibition, actives largely listed as inhibitors; active = well fitted inhibition curve with a large enough effect in the main read-out, with a control signal flat, not every such curve was filed as active; inconclusive = small, poorly fitted or top-dose-only effect, or effect the other way, or a change in a side signal; inactive = no such curve, though single readings can be large or run the other way; note: potency is the fitted concentration of half-maximal effect; % of control where 0% means no effect
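Compounds were pin-transferred onto Tsg101 binding domain (10 uM final) in HEPES pH 7.5 buffer, then FITC-PTAP peptide was added at 50 nM final. After 20 min at RT, polarization reported peptide displacement across a qHTS concentration series.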
uPA surface inh: blocks generation of uPA at the cell surface | cell surface uPA generation assay, qHTS | actives 0.31% (n = 330,000) | AID 540303 | Potency, µM (highest dose often 38.3 µM), for inactives: at the top dose activity change, negative = inhibition, actives largely listed as inhibitors; active = well fitted inhibition curve with a large enough effect; inconclusive = small, poorly fitted or top-dose-only effect; inactive = no such curve, though single readings can be large or run the other way; tested in mouse RAW 264.7 cells; note: potency is the fitted concentration of half-maximal effect; % is set by controls: 0 for no effect and ±100 for the full control effect; nearly all actives have a fitted effect of over 55% in size
* marks the source's active call; other numbers are inactive results; i = inactive; u = inconclusive; x = no result given; [ ] = dose if it differs, or a comment. Unless noted, calls come from the whole dose curve; as a rule, active = well fitted curve in the direction sought with a large enough effect; inconclusive = small, poorly fitted or top-dose-only effect, or another doubt; inactive = no such curve, though single readings can be large; an effect the other way counts as inactive or inconclusive. Compounds were not picked by outcome. Share with any hit: about 2.6%.

Order of results: p53 reactivator	ELG1 genotoxic	B2AR arrestin	Eya2 inh	TRPV1 agonist	a7 integrin act	USP2a block	ASM inhibitor	BRCA1 expr up	PTAP TSG101 blk	uPA surface inh
- O=c1c(O)c(-c2ccccc2)oc2ccccc12
    x	x	x	x	x	-21.9%	x	-6.6%	-34.9%	0.7%	u
- Cc1c(Cl)cccc1N1CC(C)(C)C1=O
    -2.1%	4.1%	0.2%	8.8%	-3.4	7.4%	-0.4%	-3.1%	0.0%	-4.6%	-2.1%
- CCOC(=O)N1CCN(CC(O)COC2CC(C)CCC2C(C)C)CC1 (stereo not drawn)
    -2.7%	-4.0%	-0.3%	-18.0%	10.0	u	-0.4%	1.7%	-11.6%	-9.4%	18.0%
- CC(C)c1cc(=O)n2[nH]c(SCc3ccccc3Cl)nc2n1
    2.7%	-4.2%	0.3%	0.5%	-5.5	-15.6%	2.1%	-2.4%	-2.9%	-4.9%	-1.8%
- Cc1c(O)ccc2c(CC(=O)N[C@@H](Cc3ccc(O)cc3)C(=O)O)cc(=O)oc12
    3.8%	-0.2%	0.2%	-8.7%	3.1	u	1.9%	i	2.3%	-5.8%	-10.0%
- COc1cc(C2C3C(=O)N(c4ccccc4)C(=O)C3ON2c2ccccc2)cc(OC)c1OC (stereo not drawn)
    1.7%	0.2%	-0.7%	3.2%	-3.5	-21.5%	-0.4%	-5.6%	-10.6%	-3.8%	7.8%
- Cc1ccc(NC(=O)C2CC(=O)NC(N3CCc4ccccc43)=N2)cc1 (stereo not drawn)
    3.3%	-1.8%	-0.4%	-22.9%	1.7	15.2%	-0.9%	-4.9%	-31.5%	1.3%	4.5%
- Cc1cccc(N2C(=O)N3[C@@H]4c5ccccc5OC[C@@H]4[C@@H](c4ccccc4)[C@]3(C)C2=O)c1
    x	-6.6%	-0.6%	1.3%	5.5	31.3%	-1.3%	-7.0%	-6.0%	-2.7%	-12.0%
- COc1ccc(NC(=O)CC2CC3CCC2C3)cc1S(=O)(=O)N1CCOCC1 (stereo not drawn)
    -6.4%	-1.6%	-0.2%	2.7%	x	-1.3%	-2.2%	0.5%	-22.1%	-1.8%	-0.9%
- CCN(CC)S(=O)(=O)c1ccc(O)c(C(=O)OCC(=O)N(C)Cc2ccccc2)c1
    5.7%	1.0%	-0.8%	2.6%	2.0	5.2%	-1.4%	0.8%	-1.0%	-4.1%	-3.4%
- O=C(OCCN1C(=O)c2ccccc2C1=O)c1ccco1
    13.7%	4.9%	-0.5%	-13.1%	0.6	4.4%	0.2%	2.3%	13.8%	5.8%	-2.6%
- CCOC(=O)Cc1csc(NC(=O)Cn2cnc3c2c(=O)n(C)c(=O)n3C)n1
    -1.7%	-3.8%	-0.1%	-12.5%	-3.1	19.3%	-1.0%	6.3%	-5.3%	2.1%	0.7%
- CC(NC(=O)COC(=O)C1CC1C)c1ccccc1 (stereo not drawn)
    4.6%	2.7%	3.7%	3.4%	x	-38.3%	-8.8%	8.7%	18.6%	-0.8%	8.9%
- CCOC(=O)C1=C(Cc2ccc(OC)cc2)C(=O)c2ccccc2C1=O
    -15.3%	27.9%	-0.2%	10.5%	12.8	-62.4%[inhibitor]	8.9%	-4.3%	-83.3%	-5.3%	x
- O=C(/C=C/c1ccccc1)N1CCN(c2ccc([N+](=O)[O-])c(N3CCOCC3)c2)CC1
    -4.8%	-4.9%	-0.6%	-7.0%	-1.1	-20.2%	0.2%	u	3.3%	-2.8%	-9.0%
- CC1OC(Nc2ccc(OC(F)(F)F)cc2)C(O)C(O)C1O (stereo not drawn)
    2.4%	3.3%	-0.1%	-3.9%	1.7	0.3%	-1.5%	4.7%	4.9%	-6.0%	2.5%
- COc1ccc(Br)cc1Cn1nnc(C(=O)Nc2ccc3c(c2)OCCO3)c1N
    -2.3%	-6.6%	0.1%	-2.0%	1.7	-7.1%	0.5%	-4.3%	-5.2%	-1.5%	u
- O=C(CCCn1c(=S)[nH]c2ccc(Br)cc2c1=O)NCC1CCCO1 (stereo not drawn)
    -4.3%	-4.3%	-0.4%	-11.3%	x	-7.6%	1.8%	3.7%	0.8%	-6.6%	4.6%
- O=C(COC(=O)/C=C/c1cccc(Cl)c1)NC(=O)NCc1ccccc1
    -0.3%	-2.4%	-1.3%	-7.6%	3.8	0.0%	0.6%	4.1%	-12.7%	-1.2%	-19.9%
- COc1ccc(S(=O)(=O)NCc2ccccn2)cc1NC(=O)c1ccccc1F
    2.5%	9.2%	0.4%	-0.4%	1.9	u	-0.2%	5.3%	-66.9%	1.6%	u
- Cc1cccc(C2=NN(c3ccccc3)[C@H](CO)[C@H]2c2ccccc2)c1
    2.8%	-0.1%	-0.1%	-6.9%	x	0.0%	-8.7%	i	-23.8%	0.6%	2.9%
- Cc1ccccc1Nc1nnc(C)c(=O)n1N
    -2.2%	-6.5%	0.3%	-6.3%	0.7	-4.4%	-1.0%	4.1%	-1.7%	-6.2%	12.7%
- O=C(N/N=C/C(Cl)=C/c1ccccc1)c1ccco1
    u	u	-0.5%	3.6%	21.3	-35.5%	2.2%	-4.7%	1.3%	-2.3%	-6.1%
- O=C(NCC1CCN(Cc2ccccc2F)CC1)Nc1cccc(Br)c1
    -4.2%	-10.3%	-1.0%	1.8%	10.5	u	0.4%	0.4%	-48.4%	-1.3%	-8.2%
- CCC[C@@H]1C[C@@H](C(=O)N[C@H]([C@@H](C)O)[C@H]2O[C@H](SC)[C@H](O)[C@@H](O)C2O)N(C)C1 (stereo partly drawn)
    -3.2%	-2.8%	-0.1%	1.7%	-1.3	x	7.0%	0.2%	16.3%	-1.1%	6.2%
- COc1cc(-c2nnc(COC(=O)c3ccc(C)o3)o2)cc(OC)c1OC
    -6.2%	4.4%	-0.5%	-13.2%	1.2	6.4%	-6.0%	-1.8%	-20.2%	-7.0%	5.3%
- NNC(=O)c1ccc(COc2cccc3ccccc23)o1
    6.7%	-2.8%	0.1%	u	u	-2.2%	-0.7%	-3.4%	-25.0%	-0.5%	-2.0%
- CCOC(=O)c1ccc(NC(=O)CN2C(=O)NC3(CCCCCCC3)C2=O)cc1
    -15.6%	-0.5%	-0.1%	-17.4%	-0.4	-38.3%	1.2%	-0.8%	-14.1%	-4.3%	u
- Cn1c(=O)c(C(=O)c2ccc(S(C)(=O)=O)c(Cl)c2Cl)c(O)c2ccccc21
    x	x	x	x	x	18.3%	x	1.5%	-22.5%	-0.2%	1.5%
- Cc1ccc(-c2nc(CS(=O)(=O)CC(=O)N3CCc4ccccc4C3)c(C)o2)cc1
    -1.9%	u	-0.2%	-1.2%	12.4	-0.8%	4.8%	-2.9%	-19.9%	-0.4%	u
- CCOC(=O)c1ccc(N2C(=O)CC(C3CCCO3)C2=O)cc1 (stereo not drawn)
    22.0%	3.4%	0.1%	20.5%	1.8	-24.9%	0.0%	3.0%	-10.2%	0.1%	-1.6%
- CS(=O)(=O)N(CC(=O)Nc1cccc(F)c1)Cc1ccccc1
    -6.9%	-4.8%	-0.2%	8.9%	-5.5	7.2%[7.66 µM]	-1.7%	-1.2%	0.0%	-3.2%	x
- CCCCCCN(C(=O)CCCCCN1C(=O)NC(c2ccc(-c3ccccc3)cc2)C(C(=O)OCc2ccccc2)=C1C)C(C(=O)NCCCC)c1ccccc1 (stereo not drawn)
    -0.5%	0.4%	-0.5%	-8.4%	-0.1	x	1.3%	x	x	x	x
- FC(F)(F)c1cccc(CN2CCCCCC2)c1
    -2.4%	-1.0%	-0.1%	12.6%	-0.5	11.7%	2.6%	2.8%	6.8%	-6.8%	3.1%
- CN(C)S(=O)(=O)c1ccc(NC(=O)C2CC(=O)N(Cc3ccccc3Cl)C2)cc1 (stereo not drawn)
    -6.6%	-4.3%	-0.2%	-8.8%	u	-12.9%	-1.8%	-3.4%	3.5%	-4.0%	-9.2%

Some of these compounds in order of their number in PTAP TSG101 blk, lowest first:
SMILES	PTAP TSG101 blk
COc1cc(-c2nnc(COC(=O)c3ccc(C)o3)o2)cc(OC)c1OC	-7.0%
O=C(NCC1CCN(Cc2ccccc2F)CC1)Nc1cccc(Br)c1	-1.3%
NNC(=O)c1ccc(COc2cccc3ccccc23)o1	-0.5%
